Source: PubChem BioAssay
TRHR PAM – allosteric enhancers of human TRH receptor. TRHR cells, fluo-8 calcium fluorescence, EC20 TRH enhancement. P34981. enhancement, % at 2 µM. hit rate 0.66% among 360,000. AID 493056; in the data active = enhancement above about 30%; note: 0% is about no effect
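Enhancer read-out: after compound pinning and an initial kinetic agonist-mode read, an EC20 of TRH (10 nM final) was injected and fluo-8 calcium signal (Ex 480/Em 530) followed at 1 s/cycle for 100 cycles in TRHR-expressing cells.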
D2 agonist – agonists of human D2 dopamine receptor; P14416; HEK293 T-REx D2 cells, calcium flux agonist mode; activation, % at 2 µM; hit rate 0.53% among 340,000; AID 485358;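 active = activation over 3 SD above normal in the single-dose calcium agonist read, cut at about 30% in these data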; note: 0% is about no effect
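In this primary screen, compounds producing a positive calcium signal within 180 s of addition to tetracycline-induced, force-coupled HEK293 Trex D2 cells are flagged; cells are dye-loaded with a no-wash calcium kit beforehand.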
TrxR1 substrate – rat thioredoxin reductase 1 substrate activity | O89049 | Potency, µM (highest dose often 114 µM), for inactives: at the top dose activity change, negative = substrate turnover | hit rate 0.01% among 390,000 | purified TrxR1 substrate turnover, NADPH consumption readout; note: potency is the fitted concentration of half-maximal effect; % is set by controls: 0 for no effect and ±100 for the full control effect; nearly all actives have a fitted effect of over 50% in size
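Rat TrxR1, dispensed at 90 nM, was prereduced with 400 uM NADPH (final) for 5 min at ~22 deg C, then incubated with compound 15 min before 400 uM selenite. A first-read NADPH fluorescence drop versus no-compound background flagged substrates.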
PI4K2A block – inhibitors of human PI4K2A | Q9BTU6 | purified PI4K2A, ADP-Glo luminescence, 1 h; active compounds read low | activity change, negative = inhibition, % at 76.9 µM | hit rate 0.13% among 420,000 | AID 1346378; in the data active = activity change below about -50%; inconclusive = mostly about -30% to -49%;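 note: -100% = wells without enzyme as full effect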
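ADP-Glo luminescence measured ADP generated by PI4K2A enzyme (4 ug/mL before mixing) with 1.2 mM PI substrate (pre-mix) and 300 microM ATP (pre-mix). Tris pH7.5 buffer with MgCl2, Triton X-100; 1 h reaction at ambient temperature.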
TRHR ag – agonists of human TRH receptor | hit rate 0.18% among 360,000 | TRHR cells, calcium flux fluo-8, FDSS agonist mode | activation, % at 2 µM | P34981; in the data active = activation above about 30%; note: 0% is about no effect
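TRHR-expressing cells, plated overnight in medium with 10% serum, were loaded with fluo-8 calcium dye at room temperature. After a 10 s baseline, library compound was pin-added and calcium release was recorded kinetically (ex 480/em 530) as agonist response.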
USP1-UAF1 inh – blocks the human USP1/UAF1 deubiquitinase complex. O94782. recombinant USP1/UAF1, Ub-Rhodamine cleavage fluorescence. Potency, µM (titrated, usually from 57.1 µM), without a hit: at the highest dose activity change, negative = inhibition, actives largely listed as inhibitors. hit rate 0.23% among 390,000; note: potency is the fitted concentration of half-maximal effect; % is set by controls: 0 for no effect and ±100 for the full control effect; nearly all actives have a fitted effect of over 60% in size; inactives centre near -12
Target sequence (O94782 whole entry, looked up): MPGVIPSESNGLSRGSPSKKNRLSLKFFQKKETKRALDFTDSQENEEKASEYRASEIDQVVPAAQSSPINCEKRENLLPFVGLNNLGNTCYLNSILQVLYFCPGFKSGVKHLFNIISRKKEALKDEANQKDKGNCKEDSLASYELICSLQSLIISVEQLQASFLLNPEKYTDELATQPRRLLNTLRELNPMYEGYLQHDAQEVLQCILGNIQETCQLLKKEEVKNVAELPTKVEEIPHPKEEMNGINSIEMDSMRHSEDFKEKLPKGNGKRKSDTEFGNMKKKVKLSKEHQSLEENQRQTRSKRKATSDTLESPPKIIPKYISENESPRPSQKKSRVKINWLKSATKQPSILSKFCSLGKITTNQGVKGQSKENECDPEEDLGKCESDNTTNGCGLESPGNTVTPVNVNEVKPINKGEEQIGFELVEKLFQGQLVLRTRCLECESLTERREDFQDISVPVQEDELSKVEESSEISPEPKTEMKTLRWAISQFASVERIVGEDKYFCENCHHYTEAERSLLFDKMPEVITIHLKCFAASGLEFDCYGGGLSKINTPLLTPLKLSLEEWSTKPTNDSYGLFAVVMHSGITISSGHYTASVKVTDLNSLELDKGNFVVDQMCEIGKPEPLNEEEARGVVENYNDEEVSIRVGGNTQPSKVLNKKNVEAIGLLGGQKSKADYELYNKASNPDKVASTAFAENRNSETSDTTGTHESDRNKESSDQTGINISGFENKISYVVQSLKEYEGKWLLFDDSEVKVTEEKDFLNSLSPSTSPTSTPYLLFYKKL
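1 nM enzyme complex + cpd, 15 min RT; start with Ub-Rho 150nM final; kinetic fluorescence ex 480/em 540, 6 reads q60 s. Buffer 50mM HEPES pH 7.8, 0.5mM EDTA, 0.1 mg/ml BSA, 1mM TCEP, 0.01% Tween-20.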
mIDH1 inhibitor – inhibitors of human mutant IDH1 R132H. Potency, µM (doses to about 76.6 µM), for the others: at the highest dose activity change, negative = inhibition, most hits filed as inhibitors. IDH1-R132H enzyme, NADPH consumption, diaphorase/resazurin fluorescence. hit rate 0.093% among 390,000. O75874; note: potency is the fitted concentration of half-maximal effect; % is set by controls: 0 for no effect and ±100 for the full control effect; nearly all actives have a fitted effect of over 65% in size
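IDH1-R132H (0.5 ug/mL) preincubated 30 min with compound, then NADPH (0.016 mM) and alpha-KG (2 mM) added; 80 min at RT, pH 7.5. Remaining NADPH coupled via diaphorase/resazurin to fluorescence (540/590 nm); concentration-response curves normalized to no-enzyme control.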
D2 antag – antagonizes the human D2 dopamine receptor; inhibition, % at 10 µM; hit rate 2% among 340,000; AID 485344; P14416; HEK293 TREx D2 cells, calcium flux, dopamine EC80; in the data active = inhibition above about 30%; note: 0% is about no effect
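Dopamine at EC80 is the agonist stimulus; test compounds precede it by 180 s. Calcium flux read kinetically in a force-coupled, inducible HEK293 T-REx D2 cell line.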
rTrxR1 inhibitor – blocks rat thioredoxin reductase 1; O89049; Potency, µM (titrated, usually from 114 µM), for inactives: top-dose activity change, negative = inhibition, actives largely listed as inhibitors; hit rate 1% among 390,000; recombinant rTrxR1, NADPH fluorescence consumption, selenite substrate; note: potency is the fitted concentration of half-maximal effect; % is set by controls: 0 for no effect and ±100 for the full control effect; nearly all actives have a fitted effect of over 65% in size
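Rat TrxR1 (90 nM in the dispensed reagent) was pre-reduced with 400 uM NADPH for 5 min at room temperature, then incubated with compound for 15 min. After 400 uM selenite was added, NADPH fluorescence (Ex 340/Em 450 nm) was followed for 8 min.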
The depositor's hits bear a star; ? = inconclusive; . = no result given; [ ] = dose if it differs, or a comment. Unless noted, calls come from the whole dose curve; as a rule, active = well fitted inhibition curve with a large enough effect; inconclusive = small, poorly fitted or top-dose-only effect; inactive = no such curve, though single readings can be large or run the other way.

The first three compounds (preview)
SMILES | TRHR PAM | D2 agonist | TrxR1 substrate | PI4K2A block | TRHR ag | USP1-UAF1 inh | mIDH1 inhibitor | D2 antag | rTrxR1 inhibitor
COc1cccc(CNC(=O)c2ccc3c(c2)c(C)c(C)n3Cc2ccccc2)c1OC | -6 | 0.2 | 9%[57.1 µM] | 1 | 0.3 | -1% | 6% | . | 33%[57.1 µM]
COc1cccc(C(c2sc3ncnn3c2O)N2CCN(C(=O)c3ccco3)CC2)c1 (centres undefined) | 37* | . | -1%[57.1 µM] | -3 | -1.1 | -8% | -8% | . | 18%[57.1 µM]
CCOC(=O)CSc1nc2sc3c(c2c(=O)n1-c1ccccc1)CCC(C(C)(C)C)C3 (centres undefined) | 1 | -1.2 | 6% | -3 | 0.8 | -31% | 7% | . | 20%

The whole of this part, previewed entries included:
SMILES | TRHR PAM | D2 agonist | TrxR1 substrate | PI4K2A block | TRHR ag | USP1-UAF1 inh | mIDH1 inhibitor | D2 antag | rTrxR1 inhibitor
COc1cccc(CNC(=O)c2ccc3c(c2)c(C)c(C)n3Cc2ccccc2)c1OC | -6 | 0.2 | 9%[57.1 µM] | 1 | 0.3 | -1% | 6% | . | 33%[57.1 µM]
COc1cccc(C(c2sc3ncnn3c2O)N2CCN(C(=O)c3ccco3)CC2)c1 (centres undefined) | 37* | . | -1%[57.1 µM] | -3 | -1.1 | -8% | -8% | . | 18%[57.1 µM]
CCOC(=O)CSc1nc2sc3c(c2c(=O)n1-c1ccccc1)CCC(C(C)(C)C)C3 (centres undefined) | 1 | -1.2 | 6% | -3 | 0.8 | -31% | 7% | . | 20%
CN1CCN(C(=S)Nc2ccc(Cl)cc2)CC1 | -6 | -0.2 | 5% | 8 | 0.6 | -9% | -9% | -16 | 8%
O=C(O)CCCCCNC(=O)/C=C/c1ccco1 | 13 | 0.3 | -6% | 2 | -0.4 | -6% | -1% | -4 | ?
Cc1c(Cl)cccc1NC(=O)CSc1ccc(-c2cccnc2)nn1 | 4 | 1.1 | 4% | 0 | -0.2 | -20% | -4% | 6 | 13%
C=C(C)Cn1c(N2CCCC2)nc2c1c(=O)n(C)c(=O)n2C | 10 | -0.7 | -3% | 24 | 0.1 | -11% | 11% | -3 | 16%
Cc1cc(=O)oc(C)c1C(=O)NCCN(C)Cc1ccccc1 | 1 | . | -1%[57.1 µM] | 3 | 0.4 | -11% | 17% | . | 14%[57.1 µM]
Oc1c(C(c2ccc(F)cc2)N2CCN(Cc3ccccc3)CC2)sc2nc(-c3ccco3)nn12 (centres undefined) | -2 | 0.4 | -6%[57.1 µM] | 27 | -0.5 | ? | -14% | . | 4%[57.1 µM]
Cc1c(C(=O)c2ccc(Cl)cc2[N+](=O)[O-])c2ccccn2c1CCC#N | 10 | . | -2%[57.1 µM] | -2 | -0.5 | 1% | 6% | . | -21%[57.1 µM]
CCOc1cccc(C(=O)Nc2nccs2)c1 | -5 | . | -4% | 0 | 0.0 | -9% | 5% | . | 2%
CCOc1ccc(NC(=O)CN2CCN(CC(=O)Nc3ccccc3OCC)CC2)cc1 | 0 | -0.8 | 1%[57.1 µM] | 0 | -0.7 | -12% | 7% | . | 10%[57.1 µM]
CC(=O)c1cccc(NC(=O)c2ccc3nc(C(C)C)oc3c2)c1 | 2 | 0.5 | -5%[57.1 µM] | 6 | 0.6 | -12% | 14% | . | 12%[57.1 µM]
O=C(CN1CCN(c2ccc(C(F)(F)F)cn2)CC1)Nc1ccc2c(c1)OCO2 | 2 | -0.2 | 3% | -1 | 1.3 | -11% | 4% | -6 | 11%
O=C(NCCCN1CCCC1=O)c1cc(=O)c2ccccc2o1 | -2 | . | -2% | 10 | -0.2 | -4% | 12% | . | -2%
O=C(N/C(=C/c1ccc(Cl)cc1)C(=O)N1CCOCC1)c1ccccc1 | 7 | 0.8 | -6% | 0 | 0.8 | -2% | -2% | 10 | 1%
COCCCNc1ncnc2c1cnn2-c1ccc(C)cc1C | 6 | -0.1 | 5% | 0 | -0.7 | -3% | -4% | 8 | 20%
CCCCCn1c(=O)[nH]c2cc(C(=O)N3CCN(c4ccc(F)cc4)CC3)ccc2c1=O | . | . | 2% | -8 | . | -30% | 6% | . | 10%
CCC(Sc1ncc(S(=O)(=O)c2ccc(C)cc2)c(=O)[nH]1)C(=O)Nc1cc(C)ccc1C (centres undefined) | 12 | -0.5 | -8% | 2 | -0.2 | -13% | -1% | . | -2%
O=C(COC(=O)/C=C/c1ccc(OC(F)F)cc1)NC1CCCCCC1 | . | . | -6%[11.4 µM] | -3 | . | -16% | 7% | . | 8%
O=C(NC1CCCc2ccccc21)c1c(F)cccc1Cl (centres undefined) | -6 | -2.3 | 0% | 0 | -1.6 | -15% | 4% | -18 | 19%
O=C(Cn1c(=O)n(Cc2ccco2)c(=O)c2sc3ccccc3c21)Nc1ccc(F)cc1F | 0 | 1.3 | 0% | 2 | 0.3 | -14% | -8% | . | 13%
COc1ccc(Cl)cc1NC(=O)CN(C)C1CCCCC1 | 1 | -0.2 | 11% | -4 | -0.2 | -17% | 7% | -5 | 27%
CCCCCNC(=O)c1ccc(NS(=O)(=O)c2ccc3[nH]c(=O)[nH]c3c2)cc1 | 5 | -0.3 | 12% | -3 | -2.5 | -8% | 2% | 20 | 29%
Cc1cccc(C)c1NC(=O)c1nc(SC(C)C)ncc1Cl | -4 | -0.4 | 0% | -3 | -2.3 | -11% | 0% | . | 1%
CCOC(=O)Cn1nc(C)c(NC(=O)COc2ccc([N+](=O)[O-])c(C)c2)c1C | -3 | 0.1 | 6%[57.1 µM] | -2 | -0.5 | 2% | 0% | 14 | 16%[57.1 µM]
CCN(CC)CCN(C(=O)/C=C/c1cccs1)c1nc2ccc(F)cc2s1 | 0 | 0.0 | 2% | 2 | 0.6 | -20% | -2% | 27 | 27%
NC(=O)NC(=O)C(Nc1ccc2c(c1)CCC2)c1ccccc1 (centres undefined) | 13 | -0.7 | -5% | 3 | -0.8 | -9% | -3% | -1 | 2%
CCC(C)Nc1nc(Cl)nc(NCCOc2ccccc2)n1 (centres undefined) | 2 | -0.8 | 3%[57.1 µM] | -12 | -0.6 | -10% | 0% | -9 | 9%
CCN(CC)CCSc1nnc(Nc2ccccc2)n1-c1ccccc1 | 4 | -0.5 | 2%[57.1 µM] | 0 | 0.6 | -16% | 1% | 25 | 4%[57.1 µM]
Cc1cc(C)c(NC(=O)CN)c(C)c1 | 7 | 0.1 | 3%[57.1 µM] | 16 | 0.1 | 4% | 20% | 8 | 9%[57.1 µM]
Nc1nccnc1C(=O)OCC(=O)NNC(=O)c1ccccc1 | 17 | 0.2 | 358%[activator] | -3 | 1.6 | -22% | -6% | -26 | 57%[activator]
COc1ccc(C(=O)NCc2ccccn2)cc1 | -1 | 0.9 | 5%[57.1 µM] | -4 | 0.0 | -4% | 12% | 2 | -2%[57.1 µM]
CCN(CC)S(=O)(=O)c1ccc(Cl)c(C(=O)NC)c1 | 10 | 0.2 | -6% | 9 | 0.8 | 7% | 2% | -9 | 0%
Cc1ccc(NN=Nc2nc3c([nH]2)c(=O)n(C)c(=O)n3C)cc1 | 3 | -0.6 | -6% | 4 | -0.3 | -20% | 5% | 3 | ?
Nn1cnnc1N/N=C/c1cc([N+](=O)[O-])c(Cl)cc1Cl | -2 | -0.4 | -6% | -11 | -1.0 | -25% | 3% | 10 | -21%
COc1ccc(CN2CCN(CCCc3ccccc3)C(CCO)C2)cc1OC (centres undefined) | -6 | 0.6 | 6%[57.1 µM] | -2 | 0.2 | -17% | -9% | -8 | 15%[57.1 µM]
CC(/C=N/NC(=O)c1cc(-c2cccnc2)nc2c1c(C)nn2-c1ccccc1)=C\c1ccccc1 | 13 | -0.3 | 38%[activator] | 5 | -0.1 | -2% | 0% | 4 | 27%
CCOC(=O)C1CCN(c2c(NCc3ccc(C(=O)NC(C)CC)cc3)c(=O)c2=O)CC1 (centres undefined) | -2 | . | 4%[57.1 µM] | -5 | 0.4 | 2% | -4% | . | 3%[57.1 µM]
CCOC(=O)c1c(C)[nH]c(C(=O)OCC(=O)Nc2cc(C)c(Cl)cc2OC)c1C | 1 | . | 6% | 3 | 0.6 | -27% | 4% | . | 16%
COc1cc(C(=O)NCCSc2ccc(F)cc2)cc(OC)c1OC | -22 | -0.2 | -4% | -1 | -0.5 | 0% | 0% | 1 | 13%
CCCCCCC(=O)NNC(=O)c1c(O)c2ccccc2n(CCC)c1=O | 6 | 0.6 | 7%[57.1 µM] | 1 | -0.5 | 6% | -1% | 6 | 12%[57.1 µM]
COc1cc(/C=C/C(=O)O)cc(S(=O)(=O)Nc2ccc3[nH]c(=O)[nH]c3c2)c1OC | 6 | -0.3 | -13% | 1 | -1.3 | -8% | -1% | 13 | 8%[57.1 µM]
CCOC(=O)c1c(O)c2ccccc2n(CC)c1=O | 8 | -0.7 | -6% | 12 | -0.7 | 4% | -2% | -6 | 11%
Cc1cc(N2CCN(c3ccccc3)CC2)nc(N)n1 | 1 | 16 | -4% | 4 | 7.7 | -19% | -2% | -2 | 9%
COc1cccc(/C=C/C(=O)Nc2cccc(C(C)=O)c2)c1OC | -2 | -0.1 | -2% | 5 | 0.0 | -19% | 1% | -1 | 6%

Sorted by value in PI4K2A block (descending): 5 of the compounds above
structure | TRHR PAM | TrxR1 substrate | PI4K2A block | TRHR ag | USP1-UAF1 inh | D2 antag | rTrxR1 inhibitor
CCOC(=O)c1c(O)c2ccccc2n(CC)c1=O | 8 | -6% | 12 | -0.7 | 4% | -6 | 11%
COc1cccc(/C=C/C(=O)Nc2cccc(C(C)=O)c2)c1OC | -2 | -2% | 5 | 0.0 | -19% | -1 | 6%
Cc1cc(N2CCN(c3ccccc3)CC2)nc(N)n1 | 1 | -4% | 4 | 7.7 | -19% | -2 | 9%
COc1cc(/C=C/C(=O)O)cc(S(=O)(=O)Nc2ccc3[nH]c(=O)[nH]c3c2)c1OC | 6 | -13% | 1 | -1.3 | -8% | 13 | 8%[57.1 µM]
COc1cc(C(=O)NCCSc2ccc(F)cc2)cc(OC)c1OC | -22 | -4% | -1 | -0.5 | 0% | 1 | 13%
